Rac1 wt modul = alters GTP binding to wildtype human Rac1 | P63000 | GTP binding activity (% of control), % at 10 µM | GST-Rac1 beads, fluorescent GTP binding, flow cytometry; actives lie on both sides; 0 = cold GTP competed, 100 = untreated | actives 0.27% (n = 190,000) | AID 757;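 active means GTP binding activity at least 20 points away from the 100% control level, either lower or higher; inconclusive means compound flagged as likely green fluorescent, judged across all proteins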
Rac1 act GTP bind = alters GTP binding to activated mutant human Rac1; P63000; GST-Rac1 activated beads, fluorescent GTP binding, flow cytometry; actives lie on both sides; 100% means binding = to untreated wells; percent activity (GTP binding), % at 10 µM; actives 0.11% (n = 190,000);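 active means GTP binding at least 20 percentage points away from the 100% baseline, in either direction, so actives lie on both sides; inconclusive means Compound likely fluorescent itself, or too few beads counted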
Rab2A wt mod = changes GTP binding to wildtype dog Rab2A, up or down | GTP binding activity, % at 10 µM | actives 0.19% (n = 190,000) | P61105 | GST-Rab2 wt beads, Bodipy-GTP binding, flow cytometry;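 active means GTP binding activity at least 20 points away from 100%, either lowered or raised; inconclusive means signal likely due to the compound's own green fluorescence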;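 further: 0% = beads with excess unlabeled GTP and 100% = no-compound control corrected for plate trend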
Rab7 wt GTP bind = modulators of GTP binding to dog Rab7 wildtype GTPase; actives 0.055% (n = 190,000); GST-Rab7 beads, fluorescent GTP binding, flow cytometry; actives lie on both sides; untreated = 100%, excess cold GTP = 0%; GTP binding activity (percent of control), % at 10 µM;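 active means fluorescent GTP binding to Rab7 beads changed by at least 20 points from the 100% baseline, either direction, mostly lower; inconclusive means compound itself probably fluorescent, or too few beads counted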;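 further: median green fluorescence of bound Bodipy-FL-GTP per Rab7 bead population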
Cdc42 wt = modulators (inhibitors or activators) of GTP binding to human Cdc42 wildtype | AID 761 | GST-Cdc42 beads, Bodipy-GTP binding, flow cytometry; actives lie on both sides | actives 0.2% (n = 190,000) | percent activity (GTP binding), % at 10 µM;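 active means percent activity GTP binding at least 20 points away from the 100% baseline, either down as inhibitor or up as activator; inconclusive means compound flagged as likely green fluorescent from well-wide comparison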;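 further: median bead fluorescence of bound Bodipy-FL-GTP at 100 nM; 0% = excess unlabeled GTP control and 100% = no compound control; below 100% means less GTP binding so inhibitor and above means activator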
Target sequence (P60953 whole entry, looked up): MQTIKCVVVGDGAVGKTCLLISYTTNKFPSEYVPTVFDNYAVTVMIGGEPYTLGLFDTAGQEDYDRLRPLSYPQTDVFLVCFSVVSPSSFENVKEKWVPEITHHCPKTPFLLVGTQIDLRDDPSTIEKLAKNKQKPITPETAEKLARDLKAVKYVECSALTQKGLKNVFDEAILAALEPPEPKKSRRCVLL
Pf gametocyte = inhibitors of late stage P. falciparum gametocyte viability; P. falciparum stage V gametocytes, ATP luminescence, 24 h; inhibition, % at 10.9 µM; actives 0.065% (n = 150,000); AID 743093;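 active means inhibition above the mean plus 3 SD of compounds within the control limits, set per campaign, cut at about 38% in these data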;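 further: 0% = DMSO wells and 100% = medium only without gametocytes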
Mcl1-Noxa inh = Mcl-1/Noxa interaction inhibition; actives 1.5% (n = 220,000); inhibition, % at 21.7 µM; Q07820; TR-FRET Mcl-1/Noxa peptide binding, 2 h;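 active means compounds that cut the protein-peptide binding signal by more than 50% relative to plate controls in a single-dose test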;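 further: His-tagged Mcl-1 with rhodamine Noxa BH3 peptide and terbium anti-His antibody; 0% = Mcl-1 plus Noxa peptide wells and 100% = peptide-only wells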
Target sequence (Q07820 whole entry, looked up): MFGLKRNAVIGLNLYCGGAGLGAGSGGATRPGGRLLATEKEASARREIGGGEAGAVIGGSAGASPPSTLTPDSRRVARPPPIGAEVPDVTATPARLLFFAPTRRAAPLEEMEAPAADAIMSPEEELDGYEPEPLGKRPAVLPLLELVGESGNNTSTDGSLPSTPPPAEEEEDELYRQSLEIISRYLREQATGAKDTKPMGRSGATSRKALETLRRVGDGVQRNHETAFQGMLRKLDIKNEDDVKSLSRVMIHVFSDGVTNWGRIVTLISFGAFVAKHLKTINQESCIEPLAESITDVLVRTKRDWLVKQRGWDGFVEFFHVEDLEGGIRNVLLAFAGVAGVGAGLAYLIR
Avidin fluor = avidin bead compound fluorescence profile. fluorescence (KMESF) at 10 µM. Avidin beads, compound fluorescence 488/530 nm, flow cytometry; active compounds read high. actives 0.38% (n = 220,000). AID 1775; in the data active means fluorescence above about 47; further: inactives centre near 10
ABCG2 block = blocks JC-1 efflux by human ABCG2 transporter; Q9UNQ0; actives 0.1% (n = 190,000); inhibition, % at 6.6 µM; IgMXP3 cells, flow cytometry;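 active means inhibition above 80%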;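 further: 0% = DMSO and 100% = nicardipine control wells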
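Test system: IgMXP3 cells (ABCG2) mixed with DDAO far-red-labelled CCRF-Adr cells (ABCB1). Reagent: JC-1 transporter substrate. Compound dosing: single test compound dose, 6.6 µM final. Times: 10 min compound exposure, 25 °C. Detection: flow cytometry of retained JC-1 fluorescence. Read-out basis: efflux inhibition in percent versus controls. Controls: nicardipine and DMSO wells.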
HRas wt GTP bind = modulators of GTP binding to human HRas wildtype | AID 759 | GTP binding activity, % at 10 µM | GST-Ras wt beads, Bodipy-FL-GTP binding, flow cytometry; actives lie on both sides | actives 0.14% (n = 190,000);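 active means GTP binding activity at least 20% away from the 100% baseline, either lowered as inhibitor or raised as activator; inconclusive means flagged as likely green fluorescent, judged across all proteins in the well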;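 further: 0% = unlabeled GTP competition control and 100% = no-compound control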
Target sequence (P01112 whole entry, looked up): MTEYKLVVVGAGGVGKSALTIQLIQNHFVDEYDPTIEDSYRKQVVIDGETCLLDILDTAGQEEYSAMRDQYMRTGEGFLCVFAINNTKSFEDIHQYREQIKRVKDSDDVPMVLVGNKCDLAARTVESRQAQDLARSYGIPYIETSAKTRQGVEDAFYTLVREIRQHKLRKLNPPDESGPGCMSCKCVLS
ABCB1 block = blocks JC-1 efflux by human ABCB1 transporter. CCRF-Adr cells, flow cytometry. inhibition, % at 6.6 µM. actives 0.067% (n = 190,000); in the data active means inhibition above about 40%;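 further: 0% = vehicle and 100% = reference inhibitor; higher value means more JC-1 retained so stronger ABCB1 efflux block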
Active calls of the source: *; u = inconclusive; x = not tested or not shown; & = joins results of further samples.

SMILES	Rac1 wt modul	Rac1 act GTP bind	Rab2A wt mod	Rab7 wt GTP bind	Cdc42 wt	Pf gametocyte	Mcl1-Noxa inh	Avidin fluor	ABCG2 block	HRas wt GTP bind	ABCB1 block
O=C(NCCc1ccccc1)c1nc2ncccn2n1	107	101	102	101	103	x	-4	5	1	101	0.1
OC(COCC1COc2ccccc2O1)CN1CCc2ccccc2C1 (stereo not given)	104	96	97	98	102	10	12	32	6	97	0.9
COc1cccc(NC(=O)CN(c2cccc(OC)c2)S(C)(=O)=O)c1	98	94	96	93	96	-1	9	10	3	94	1.1
C=CCn1c(SCC(=O)NC2CCS(=O)(=O)C2)nnc1-c1ccncc1 (stereo not given)	99	95	101	109	94	x	6	14	0	98	0.4
COc1ccc(/C=N\NC(=O)CCN2CCN(c3ccccc3)CC2)cc1OC	u	u	u	u	u	-11	17	8	4	u	0.4
COc1ccc2c(C)c(C(=O)NCC(C)O)oc2c1OC (stereo not given)	106	98	98	100	106	-6	3	9	6	101	-1.0
Cc1noc(C)c1S(=O)(=O)N1CCC(Cc2ccccc2)CC1	104	101	100	99	104	x	13	32	1	100	0.6
O=C(OCCN1CCN(c2ncc(C(F)(F)F)cc2Cl)CC1)c1ccc(F)cc1	104	100	100	106	103	x	16	12	3	105	0.1
O=C(CC(NCCc1ccccc1)C(=O)O)Nc1ccc(O)cc1 (stereo not given)	105	99	100	99	101	15	6	3	x	100	x
O=C(Nc1ccon1)c1cnc2sccn2c1=O	102	98	100	99	101	x	x	14	9	100	-0.5
Cc1nc(Cl)sc1C(=O)Nc1ccccc1	105	104	105	103	105	x	8	7	2	104	x
Cc1nc2ccc([N+](=O)[O-])cc2[nH]1	96	94	95	99	93	2	-16	6	15	94	0.4
COc1ccc(CN2C(=O)CCC(C(=O)O)C2c2ccccc2)cc1 (stereo not given)	96	95	96	103	96	-20	3	10	4	98	1.2
O=C(Cn1c(C(=O)N2CCN(C3CCCCC3)CC2)cc2sccc21)c1ccccc1	107	100	103	102	104	9	19	9	1	102	2.7
COc1cccc(Cn2c(NCc3cccnc3)nc3c2c(=O)n(C)c(=O)n3C)c1	100	100	101	98	99	3	-4	11	7	102	1.5
CC(C)Oc1ccccc1C1Nc2ccccc2C(=O)N1c1ccc2c(c1)OCCO2 (stereo not given)	100	98	98	100	96	x	-11	8	0	96	0.6
COc1ccc(C(=O)c2ccccc2)c(OCC(=O)NC2CC2)c1	96	94	94	93	95	4	-7	13	3	93	0.7
COc1ccc(C2C(=O)N(CCc3ccccc3)CC(=O)N2C2CCCC2)cc1 (stereo not given)	98	97	97	97	99	x	-7	16	4	97	4.8
CCCC(C(=O)NCC1CCCO1)N(Cc1ccco1)C(=O)CNS(=O)(=O)c1ccc(F)cc1 (stereo not given)	100	96	97	98	99	25	4	5	-1	96	-0.2
CCOC(=O)c1ccc(NC(=O)COc2ccc(CNCCO)cc2OCC)cc1	98	93	96	101	92	x	-5	10	4	95	0.1
Cn1c(Cc2csc(N)n2)nnc1SCC(=O)NC1CCCCC1	109	97	102	101	103	7	18	39	10	102	1.5
CCN(CC)S(=O)(=O)c1ccc(C(=O)NCCN(C)C)cc1	98	94	99	104	97	-36	12	9	0	100	0.5
Cc1noc(C)c1C(=O)Nc1nnc(-c2ccccc2)s1	107	100	103	103	108	x	16	11	3	104	0.2
O=C(c1ccc(S(=O)(=O)N2CCOCC2)cc1)N1CCN(c2ccccc2F)CC1	111	98	99	102	100	-1	19	11	4	102	-0.6
O=C(CS(=O)(=O)c1cn(Cc2ccc(F)cc2)c2ccccc12)N1CCCCC1	102	99	101	96	102	x	-15	20	1	98	1.6
Cc1cc2c(N=NC(=O)C3CC3c3ccccc3)c(O)[nH]c2cc1Br (stereo not given)	81	87	82	92	86	x	2	3	2	91	0.1
CCCONC(=O)Nc1ccccc1[N+](=O)[O-]	105	98	99	96	105	8	-9	7	13	99	0.3
Cc1cc(C)c(NC(=O)c2cc(C(=O)O)ccc2C(=O)O)c([N+](=O)[O-])c1	103	97	97	99	99	16	8	18	0	98	0.2
CC1SCCN1S(=O)(=O)c1ccc2ccccc2c1 (stereo not given)	105	98	102	99	104	20	8	23	0	103	0.0
Brc1ccc2c(c1)C(c1cccnc1)=NNC(c1cccs1)=N2	101	101	100	99	98	-22	4	14	14	101	1.1
COc1cc(/C=N/NC(=O)c2ccc3ccccc3c2)ccc1Oc1ccc([N+](=O)[O-])cn1	101	100	101	99	100	-18	30	6	0	102	0.9
Fc1ccccc1C1c2[nH]c3ccccc3c2CCN1Cc1ccoc1 (stereo not given)	99	95	96	96	97	5	-8	9	1	97	0.6
CCCCOc1ccc(C(=O)NCC(=O)OC2CCOC2=O)cc1 (stereo not given)	104	100	102	106	104	0	10	10	2	102	0.0
CCOC(=O)c1c(CN2CCOCC2)n(C)c2cc(Br)c(O)c(CN(C)C)c12	102&100	98&96	101&96	99&95	103&99	x	13&31	16&4	-2&0	101&96	-2.7&0.3
O=C(CCc1ccccc1)NNC(=O)c1ccc(F)cc1	103	99	100	97	104	x	-3	x	11	100	-0.5
O=C(Nc1nc(-c2cccs2)cs1)c1cc2ccccc2oc1=O	u	u	u	u	u	x	7	30	0	u	0.0
COc1cccc(N(CC(=O)NCCSc2ccccc2)S(C)(=O)=O)c1	102	97	93	90	98	x	-10	7	9	92	0.9
Cc1ccc(-n2c(C)cc(C(=O)COC(=O)c3ccc[nH]c3=O)c2C)cc1	101	96	96	100	94	x	10	15	7	97	1.8
O=C(Nn1cnnc1)c1cccc(S(=O)(=O)N2CCOCC2)c1	100	96	98	96	103	4	6	8	0	97	-0.1
O=C(CCN1CCOCC1)c1ccc(Cl)cc1	98	93	99	103	96	-16	-2	11	-1	101	-0.2

A run of entries taken from the entries so far, for reference:
SMILES	Rac1 wt modul	Rac1 act GTP bind	Rab2A wt mod	Rab7 wt GTP bind	Cdc42 wt	Pf gametocyte	Mcl1-Noxa inh	Avidin fluor	ABCG2 block	HRas wt GTP bind	ABCB1 block
Cn1c(Cc2csc(N)n2)nnc1SCC(=O)NC1CCCCC1	109	97	102	101	103	7	18	39	10	102	1.5
CCN(CC)S(=O)(=O)c1ccc(C(=O)NCCN(C)C)cc1	98	94	99	104	97	-36	12	9	0	100	0.5

(next part)
SMILES	Rac1 wt modul	Rac1 act GTP bind	Rab2A wt mod	Rab7 wt GTP bind	Cdc42 wt	Pf gametocyte	Mcl1-Noxa inh	Avidin fluor	ABCG2 block	HRas wt GTP bind	ABCB1 block
Cn1c2c(c(=O)n(C)c1=O)C1c3ccccc3OCC1C(C)(C)O2 (stereo not given)	104	98	99	103	100	x	-5	29	1	99	-0.2
COc1ccc(C(CC(=O)c2ccccc2)S(=O)(=O)c2ccccc2)cc1 (stereo not given)	102	100	98	97	99	13	-11	7	0	99	0.1
O=C(CC(=O)NC1CCCCC1)N/N=C/c1ccc(Cl)cc1	97	95	96	98	96	x	19	9	1	98	-0.1
OC(CNCc1ccc(Cl)c(Cl)c1)c1ccccc1 (stereo not given)	96	91	94	95	91	-8	18	9	2	93	0.6
CC1(C(=O)OCC(=O)N2c3ccccc3Sc3ccccc32)CC1(Cl)Cl (stereo not given)	97	96	100	100	99	-38	2	8	0	99	-0.1
CC(C)C(c1nnnn1C1CCCCC1)N1CCOCC1 (stereo not given)	107	99	99	102	100	1	-23	14	3	102	2.2
Cc1ccc2c(c1)c1ncnc(N3CCN(c4ccccc4)CC3)c1n2C	96	96	97	97	97	9	19	12	-7	97	-6.0
CCCc1[nH]nc2c1C(C1CCCCC1)C(C#N)=C(N)O2 (stereo not given)	107	99	102	104	101	x	3	22	-4	102	-2.7
Cc1c(C(=O)OC(C)C)sc(NC(=O)c2cccnc2)c1C#N	97	93	94	96	97	x	x	16	-1	96	-0.7
O=C(Nc1cnccn1)Nc1ccc(Cl)cc1Cl	94	96	93	99	95	8	0	x	4	96	0.1
CCN1CCN(CC(=O)N2N=C(c3cccs3)CC2c2ccc(C)cc2)C(=O)C1=O (stereo not given)	89	94	92	95	106	-12	1	10	0	96	0.7
CCc1c(C)nc(N)n2c(SCC(=O)N3CCCc4ccccc43)nnc12	103	100	101	100	102	-12	-3	39	0	102	0.2
CCOC(=O)C1CCN(Cc2coc3ccc(Cl)cc3c2=O)CC1	99	99	100	104	102	x	28	17	-1	102	-0.4
Cc1ccc(NC(=O)COC(=O)c2ccc3c(c2)NC(=O)C2CCCN32)cc1 (stereo not given)	101	96	100	101	106	11	20	21	1	103	0.2
CC(C)C(c1nnnn1Cc1ccccc1)N1CCN(Cc2ccc3c(c2)OCO3)CC1 (stereo not given)	108	104	104	104	108	-14	4	6	1	103	0.7
CCN(CC)c1ccc2cc(C(N)=O)c(=O)oc2c1	105	99	100	98	102	21	0	21	6	104	1.0
Cc1nn(S(=O)(=O)c2ccc(Cl)cc2)c(C)c1Sc1ccc([N+](=O)[O-])cc1	99	97	100	98	96	-2	26	7	4	99	0.8
O=C(CSc1nc(-c2ccccc2)ns1)N1CCOCC1	99	97	99	99	97	4	9	8	1	95	-0.2
O=C(c1cc(F)ccc1F)C1CCCN(C(=O)CCN2CCCCO2)C1 (stereo not given)	97	99	96	94	95	-28	15	10	1	94	0.7
COc1ccc(C2=CC(=O)OC3(CCCC3)O2)cc1	103	99	100	95	99	x	5	6	1	98	-0.1
Cc1nn(-c2ccccc2)c(/N=C/c2ccccc2O)c1-c1ccccc1	101	100	98	99	97	14	24	4	3	97	0.2
COc1ccc(C2(C(=O)Nc3ccc(S(N)(=O)=O)cc3)CCCC2)cc1	97	94	95	101	96	10	4	12	-1	97	0.3
CSCCC(C(=O)NCc1cccs1)N1C(=O)c2ccccc2C1=O (stereo not given)	102	100	103	99	103	11	7	8	1	100	0.3
Cn1nc(-c2ccc(Cl)cc2)nc2c(=O)n(C)c(=O)nc1-2	101	91	94	102	86	x	4	37	0	94	-0.1
C/C(=N/NC(=O)CNC(=O)c1ccccn1)c1ccc([N+](=O)[O-])cc1	100	97	100	99	99	4	17	8	9	98	0.4
CCc1ccc(Oc2cc(Cl)nc(N)n2)cc1	105	102	102	103	101	-28	9	3	3	102	1.3
Cc1ccccc1-n1c(CSC(=N)N)nc2ccccc2c1=O	106	101	101	96	103	x	-5	23	7	101	0.7
CCOC(=O)N1CCN(C(=O)c2oc3ccc(S(=O)(=O)N4CCCCCC4)cc3c2C)CC1	101	99	99	98	101	x	5	12	17	99	3.4
